Screening data deposited in PubChem by several laboratories.
MITF TRPM1 HTS: increases MITF-driven TRPM1 promoter luciferase signal; actives 0.75% (n = 300,000); AID 588334; SK-MEL-5 TRPM1-promoter luciferase, 24 h; % of positive control, neutral wells = 0; activation, % at 12.5 µM;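 active means mean activation of at least 80% with every replicate also reaching 80%; inconclusive means mean reaches 80% but some replicate falls short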;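 further: 0% = neutral control wells and 100% = parthenolide positive control wells; values of inactives mirror those of a sister screen read the other way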
Wnt bcat act: Wnt/beta-catenin pathway activation; AID 743398; Wnt/beta-catenin reporter cell assay, activator, plate reader; activation, % at 9.35 µM; actives 1.2% (n = 300,000); in the data active means activation above about 30%, passing the limit was not always enough; inconclusive means no clear call, values can overlap the other calls;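 further: 0% = neutral control wells and 100% = positive control wells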
HTR5A ag: activates human HTR5A in OPRM1-OPRD1 agonist counter-screen | P47898 | actives 0.61% (n = 340,000) | HTR5A agonist assay, luminescence, cell-based | activation, % at 9.3 µM; in the data active means activation mostly above about 9.5%, no sharp cut-off; inactive means mostly below about 7.6%;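 further: 0% = cells with vehicle only and 100% = reference agonist; strong numbers were not always called active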
Target sequence (P47898 whole entry, looked up): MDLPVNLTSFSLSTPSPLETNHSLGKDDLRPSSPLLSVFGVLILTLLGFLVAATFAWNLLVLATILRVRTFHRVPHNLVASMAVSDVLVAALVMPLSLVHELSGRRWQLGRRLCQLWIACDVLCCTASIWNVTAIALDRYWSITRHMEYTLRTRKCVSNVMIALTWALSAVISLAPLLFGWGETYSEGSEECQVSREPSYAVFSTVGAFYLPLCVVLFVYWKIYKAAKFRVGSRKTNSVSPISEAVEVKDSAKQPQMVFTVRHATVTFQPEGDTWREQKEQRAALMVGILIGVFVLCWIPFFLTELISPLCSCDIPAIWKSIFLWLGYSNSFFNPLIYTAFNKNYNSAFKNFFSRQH
Rtt109 Vps75: C. albicans Rtt109 histone acetyltransferase inhibition; Q5AAJ8; actives 0.16% (n = 330,000); purified Rtt109/Vps75, ThioGlo CoA-SH fluorescence, 4 h; inhibition, % at 34.9 µM;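 active means inhibition of at least 50% in every replicate; inconclusive means best replicate reaches 50% inhibition but some replicates fall short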
SR-BI DiI inh: blocks mouse SR-BI lipid uptake from DiI-HDL. actives 0.96% (n = 320,000). AID 488896. ldlA[mSR-BI] CHO cells, DiI-HDL uptake fluorescence, 3 h. inhibition, % at 12.5 µM. Q61009;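 active means mean replicate inhibition of at least 70% and a set share of replicates each scoring 70 or more; inconclusive means meets just one of the two criteria; inactive means fails both criteria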;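 further: 0% = median of neutral control wells and 100% = median of positive control wells; values of inactives mirror those of a sister screen read the other way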
Target sequence (Q61009 whole entry, looked up): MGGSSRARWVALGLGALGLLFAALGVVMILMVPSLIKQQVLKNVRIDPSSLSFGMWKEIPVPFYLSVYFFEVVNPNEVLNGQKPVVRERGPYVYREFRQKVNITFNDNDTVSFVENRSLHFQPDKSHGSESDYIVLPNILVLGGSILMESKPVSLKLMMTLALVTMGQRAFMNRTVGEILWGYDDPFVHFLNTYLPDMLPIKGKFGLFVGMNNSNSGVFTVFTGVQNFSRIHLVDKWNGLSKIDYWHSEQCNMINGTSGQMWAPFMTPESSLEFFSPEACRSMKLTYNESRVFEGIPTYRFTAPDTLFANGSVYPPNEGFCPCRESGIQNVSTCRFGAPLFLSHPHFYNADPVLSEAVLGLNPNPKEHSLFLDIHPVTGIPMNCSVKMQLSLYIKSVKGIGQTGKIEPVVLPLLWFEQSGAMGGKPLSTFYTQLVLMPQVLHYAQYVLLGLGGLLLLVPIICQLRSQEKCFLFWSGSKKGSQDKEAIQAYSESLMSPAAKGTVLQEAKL
dFosB act: activators of mouse delta FosB homodimer; activation, % at 25 µM; purified delta FosB, TAMRA-CDK5 oligo fluorescence polarization; percent of positive-control signal above neutral wells; actives 0.99% (n = 340,000);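 active means mean activation above about 17%, with every replicate also reaching it, limit read from the data, passing the limit was not always enough; inconclusive means only one of the two conditions met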;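 further: fluorescence polarization rise as delta FosB binds a TAMRA Cdk5 AP-1 oligo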
PvdQ inh: P. aeruginosa PvdQ acylase inhibition | inhibition, % at 10 µM | AID 488965 | actives 0.063% (n = 340,000) | purified PvdQ acylase, fluorescence plate reader; in the data active means inhibition above about 30%, passing the limit was not always enough; inconclusive means no clear call, values can overlap the other calls;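 further: 0% = vehicle neutral wells and 100% = reference inhibitor wells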
CDK5 inh: blocks human CDK5/p35 kinase activity. AID 488839. inhibition, % at 10 µM. Q00535+Q15078. actives 0.01% (n = 330,000). Recombinant CDK5/p35, ADP-Glo luminescence, 60 min;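 active means highest replicate inhibition of at least 50% and at least 75% of replicates reaching 50%; inconclusive means only one of the two criteria met; inactive means both criteria failed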;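 further: plate controls were DMSO neutral control for no effect and GW8510 at 10 µM for full effect; many of its hits are not listed in these tables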
SR-BI DiI-HDL act: activators of SR-BI mediated HDL lipid uptake; activation, % at 12.5 µM; CHO ldlA[mSR-BI] cells, DiI-HDL uptake fluorescence, 3 h; 100 = double the neutral-control signal; actives 0.096% (n = 320,000);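 active means mean replicate activation of at least 60% and every replicate at or above 60%; inconclusive means mean or all-replicate condition met, but not both; inactive means mean below 60% and not all replicates reaching 60%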;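 further: 0% = median plate neutral-control signal and 100% = twice that signal; values of inactives mirror those of a sister screen read the other way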
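System: LDL receptor-deficient CHO ldlA cells overexpressing murine SR-BI | Timing: 3 h uptake period with compound, 37 °C | Medium: HEPES-buffered (25 mM, pH 7.4) F12 plus 0.5% BSA | Dosing: Single-point compound dose | Signal: Bottom-read fluorescence, 550/595 nm | Read-out: Retained DiI signal reflecting DiI-HDL uptake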
cardiac RTF act: increases calcium sensitivity of human cardiac regulated thin filaments; activation, % at 7.2 µM; IANBD-labeled TnC RTF fluorescence at EC20 calcium; 0% EC20 calcium, 100% full calcium; actives 0.24% (n = 340,000); AID 493008;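 active means activation above the mean over all tested compounds plus 3 SD, cut at about 30% in these data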;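 further: rise in fluorescence read as greater calcium sensitivity of cardiac thin filaments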
The depositor's hits bear a star; ? = inconclusive; / = not tested or not shown; & = joins results of further samples.

SMILES	MITF TRPM1 HTS	Wnt bcat act	HTR5A ag	Rtt109 Vps75	SR-BI DiI inh	dFosB act	PvdQ inh	CDK5 inh	SR-BI DiI-HDL act	cardiac RTF act
CCOc1cc(/C=C/C(=O)c2ccc3c(c2)OCCO3)ccc1OCC(=O)N(C)C	/	-1	-1	8	/	-5	9	1.0	/	0
CCCCCCOc1ccc(C(=O)NCCCn2ccnc2)cc1	-13	-1	-4	14	-3	-2	-7	-2.2	3	-4
Cc1ccc(NC(=O)CSc2ncc3ccccn23)cc1	3	6	-2	-29	-17	7	-12	-0.9	17	5
O=c1oc(-c2ccccc2NS(=O)(=O)c2ccc(Cl)cc2)nc2ccccc12	-8	1	-4	7	5	-9	-13	0.0	-5	9
CN(CC(=O)NCCc1ccc(Cl)cc1)S(=O)(=O)c1ccc2c(c1)c(=O)n(C)c(=O)n2C	/	-1	0	-31	7	3	-15	-3.1	-7	2
COc1ccccc1NC(=O)C1CC(=O)OC1c1ccccc1 (stereo not drawn)	1	-2	-2	0	11	3	-10	0.9	-11	-5
O=C(c1ccc2c(c1)OCO2)N1CCc2ccccc2C1	49	23	2	-4	-2	3	-4	-0.2	2	1
CCCCn1c(N)c(N(CCOC)C(=O)c2cc(-c3ccncc3)nc3ccccc23)c(=O)[nH]c1=O	-9	2	4	8	-3	-5	-7	0.3	3	3
O=C1c2ccc3c4c(ccc(c24)C(=O)N1CCCCO)C(=O)N(CCCCO)C3=O	-102	-3	9	-12	12	-19	-17	-2.9	-12	7
CCCSCCCNC(=O)c1ccccc1NC(=O)C1=CSCCO1	-8	-2	3	4	6	-12	-16	-0.1	-6	-2
CCN1C(=O)[C@H]2[C@@H](c3ccc(C)cc3)N3C(=O)N(c4cccc(F)c4)C(=O)[C@@]3(CC)[C@H]2C1=O	-5	-1	13	-9	15	3	-2	0.6	-15	8
CCCCc1nc2cc(C(=O)N3CCCCC3COC)ccc2o1 (stereo not drawn)	25	9	-6	-16	-12	-6	-4	0.2	12	-4
COC(=O)c1c(C)[nH]c(C(C)=O)c1C	-2	/	7	-7	-3	-6	7	0.6	3	-6
COc1ccc(NC(=S)N(CCN2CCOCC2)Cc2cc3cc4c(cc3[nH]c2=O)OCCO4)cc1	-10	0	0	0	-4	-8	-6	-1.2	4	2
COc1ccc(C(=O)c2coc3ccc(O)c(CN4CCOCC4)c23)cc1	26	3	3	-3	/	-2	10	0.7	/	-1
COc1ccccc1NS(=O)(=O)c1cc(NC(=O)CNC(=O)c2ccccc2)ccc1C	1	0	2	2	4	-9	5	-0.6	-4	3
N#C/C=C1\n2c(nc3ccccc32)OC12CCCCC2	/	/	2	3	8	0	-17	-1.0	-8	0
O=C(OCCN1C(=O)c2ccccc2C1=O)C1CC(O)CN1S(=O)(=O)c1ccc(Cl)cc1 (stereo not drawn)	9	3	-2	-9	-6	-7	-17	0.9	6	-1
Cn1c(=O)oc2cc(S(=O)(=O)N3CCc4ccccc43)ccc21	-6	0	9	8	-14	-7	-5	0.3	14	11
Cc1nc2c(-c3ccc(Cl)cc3)c(C)[nH]n2c(=O)c1Cc1ccccc1	-40	-14	0	/	-9	-3	5	0.0	9	3
CCN(CC(=O)Nc1c(F)cccc1F)C(=O)CN(C)S(=O)(=O)c1ccc(F)cc1	5	-2	-3	1	0	1	-19	-1.3	0	2
COC(=O)C1=C[C@@H](C(=O)OC)C2C3=C(C(=O)C24CCCCC4)[C@H](C)n2c(=O)n(-c4ccccc4)c(=O)n2[C@@H]3C1 (stereo partly drawn)	-7	-4	4	-17	-12	-5	-13	1.3	12	-2
O=C1C(Cl)=C(NCCN2CCOCC2)C(=O)c2ccccc21	-65	5	-2	-5	-29	3	1	1.4	29	-1
COc1ccc(C(=O)NC(=S)N2CCCCC2)cc1	13	4	1	8	-43	-1	12	1.1	43	6
CCOc1ccc(NC(=O)CSc2nnc(-c3ccccn3)n2N)cc1	-2	0	-2	10	-25	2	1	-0.7	25	2
Next section
SMILES	MITF TRPM1 HTS	Wnt bcat act	HTR5A ag	Rtt109 Vps75	SR-BI DiI inh	dFosB act	PvdQ inh	CDK5 inh	SR-BI DiI-HDL act	cardiac RTF act
Cc1ccc(S(=O)(=O)NNC(=S)NCCc2ccccc2)cc1	14	0	-1	9	1	6	8	1.9	-1	-2
COC(=O)C1=C(C)N(CC2CC2)C(=O)N[C@H]1c1ccccc1	1	-3	-1	-5	-6	2	0	-2.1	6	0
CCCC(=O)Nc1cc2c3c(c1)CCN3C(=O)CC2	-3	-2	-4	-18	-5	1	-5	0.2	5	1
Cc1c(C(=O)C(=O)N2CCCc3ccccc32)c2ccccc2n1C	11	/	3	10	-9	-8	10	1.6	9	-3
c1ccc(-c2nc(-c3cccs3)[nH]c2-c2ccccc2)cc1	-8	-1	-1	-1	54	-5	-12	-0.9	-54	-1
O=C(O)c1ccc(-n2nnnc2SCc2cccc(Br)c2)cc1	11	-2	3	/	/	-12	-9	-1.5	/	7
COc1cc(NC(=O)c2cccs2)c(C(=O)OCC(=O)NC(=O)NCc2ccccc2)cc1OC	-2	/	-1	-3	8	-8	-4	-0.8	-8	0
CC(C)c1c(C(=O)N/N=C/C=C/c2ccccc2)nnn1-c1nonc1N	14	-4	-3	7	39	-10	-9	1.4	-39	-1
COc1ccc(C[C@H]2CN3C(=NC[C@H]3C)N2CCNC(=O)CCC2CCCCC2)cc1	9	-2	7	3	-9	6	-1	0.5	9	-8
CC(N)C12CC3CC(CC(C3)C1)C2 (stereo not drawn)	16	2&0	-5&1	4&3	-7&-18	5&3	-9&-12	-0.2&-1.3	7&18	7&6
OC(COc1ccc(Cl)c2ccccc12)CN1CCN(c2ccccn2)CC1 (stereo not drawn)	-3	-11	1	6	14	8	-5	0.8	-14	-6
Cc1[nH]cnc1CSCc1ccc(F)cc1	27	/	2	3	-2	-5	2	-0.1	2	-3
Cc1ccc2c(c1)C(=O)CC(O)(C(F)F)O2 (stereo not drawn)	3	2	3	5	-14	0	-10	1.2	14	1
COCCNC(C(=O)Nc1ccc(C)cc1[N+](=O)[O-])c1ccccc1 (stereo not drawn)	9	-1	-1	3	13	-2	-12	-1.1	-13	2
Cc1cc(C)n(CC(=O)n2c3ccccc3c3ccccc32)n1	14	/	5	2	4	14	-4	2.3	-4	3
CCOc1c2ccc(C(=O)NCc3ccc4c(c3)OCO4)cc2nn1C	-5	1	1	-13	0	-2	-7	-0.3	0	-4
CC(Sc1n[nH]c(-c2ccccc2F)n1)C(=O)Nc1ccc(S(N)(=O)=O)cc1 (stereo not drawn)	/	0	-1	3	0	-8	-7	1.2	0	10
CCCOc1ccc(S(=O)(=O)n2cc(F)c(=O)[nH]c2=O)cc1	-7	-2	7	-3	/	-4	-12	-2.0	/	10
COc1ccc2nc(SCC(=O)Nc3ccc(S(=O)(=O)Nc4nccc(C)n4)cc3)[nH]c2c1	2	/	-1	0	-17	-3	8	1.3	17	4
Cc1ccc(Nc2nc(N)nc(COC(=O)c3ccc(Br)o3)n2)cc1	48	-5	5	-7	-26	1	-3	-2.5	26	-14
COc1ccc(CNC(=O)c2cccc(S(=O)(=O)N3CCN(C)CC3)c2)cc1	-4	-1	/	22	4	-3	9	-2.0	-4	/
Cc1ccc(CN2C(=O)c3ccccc3NC23CCN(Cc2ccccc2)CC3)cc1	3	-2	/	12	-9	7	-4	-2.0	9	0
Fc1ccc2nc(C3CCN(Cc4nc(CC5CC5)no4)CC3)[nH]c2c1	-6	-2	0	-2	-14	-7	-15	-0.6	14	6
COc1ccc(C2C(C(C)=O)=C(O)C(=O)N2CCc2c[nH]c3ccccc23)cc1OC (stereo not drawn)	13	3	-3	3	-16	-13	-12	0.7	17	-5
Cc1ccc(S(=O)(=O)NCCC(=O)OCn2nnc3ccccc3c2=O)cc1	/	-1	1	/	-9	-5	3	-0.4	9	-1
CC(=O)c1ccc(Nc2c3c(nc4ccccc24)CCCC3)cc1	-19	-4	3	10	/	-8	-8	-0.3	/	-5
N=c1sccn1CC(=O)Nc1ccc(SC(F)F)cc1	7	-1	-2	-2	-12	1	-8	0.4	12	4
Cc1ccc(NC(=S)NCC23C=CC(O2)C2C(=O)N(c4ccc(C)cc4)C(=O)C23)cc1 (stereo not drawn)	2	-2	-3	1	31	0	-11	-1.5	-31	-4
O=C(NCCSC1CCCCC1)c1ccccc1	60	?	1	/	2	3	-2	-0.7	-2	-7
O=C(CCN1C(=O)/C(=C/c2ccc3c(c2)OCO3)SC1=S)Nc1cccc(C(=O)O)c1	/	1	-1	-8	1	-4	-19	0.9	-1	1

Part of the list above, with two lines to a compound:
Results follow in this order: MITF TRPM1 HTS	Wnt bcat act	HTR5A ag	Rtt109 Vps75	SR-BI DiI inh	dFosB act	PvdQ inh	CDK5 inh	SR-BI DiI-HDL act	cardiac RTF act
COc1ccc(CNC(=O)c2cccc(S(=O)(=O)N3CCN(C)CC3)c2)cc1
  -4	-1	/	22	4	-3	9	-2.0	-4	/
Cc1ccc(CN2C(=O)c3ccccc3NC23CCN(Cc2ccccc2)CC3)cc1
  3	-2	/	12	-9	7	-4	-2.0	9	0
Fc1ccc2nc(C3CCN(Cc4nc(CC5CC5)no4)CC3)[nH]c2c1
  -6	-2	0	-2	-14	-7	-15	-0.6	14	6
COc1ccc(C2C(C(C)=O)=C(O)C(=O)N2CCc2c[nH]c3ccccc23)cc1OC (stereo not drawn)
  13	3	-3	3	-16	-13	-12	0.7	17	-5
Cc1ccc(S(=O)(=O)NCCC(=O)OCn2nnc3ccccc3c2=O)cc1
  /	-1	1	/	-9	-5	3	-0.4	9	-1
CC(=O)c1ccc(Nc2c3c(nc4ccccc24)CCCC3)cc1
  -19	-4	3	10	/	-8	-8	-0.3	/	-5
N=c1sccn1CC(=O)Nc1ccc(SC(F)F)cc1
  7	-1	-2	-2	-12	1	-8	0.4	12	4
Cc1ccc(NC(=S)NCC23C=CC(O2)C2C(=O)N(c4ccc(C)cc4)C(=O)C23)cc1 (stereo not drawn)
  2	-2	-3	1	31	0	-11	-1.5	-31	-4
O=C(NCCSC1CCCCC1)c1ccccc1
  60	?	1	/	2	3	-2	-0.7	-2	-7
O=C(CCN1C(=O)/C(=C/c2ccc3c(c2)OCO3)SC1=S)Nc1cccc(C(=O)O)c1
  /	1	-1	-8	1	-4	-19	0.9	-1	1
